PG9 binder – binds the HIV-1 gp120 antibody PG9; TR-FRET gp120-PG9 antibody binding; inhibition, % at 6.7 µM; hit rate 0.43% among 360,000; AID 624416; in the data active = inhibition above about 8.5%
rCAG RNA binder – binds r(CAG) RNA repeats; r(CAG) RNA repeat, TO-PRO-1 dye displacement fluorescence; inhibition, % at 3 µM; hit rate 1.3% among 370,000; AID 651821;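 active = inhibition above the plate cutoff, the mean of all test compounds on that plate plus 3 SD, cut at about 35% in these data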;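 note: 0% = DMSO alone and 100% = 100 µM mitoxantrone as full dye displacement; higher means more dye released from RNA so lower well fluorescence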
LEDGF integ inh – blocks HIV-1 LEDGF/p75-dependent DNA integration. TR-FRET IN-LEDGF/p75 DNA integration, Eu/Cy5. inhibition, % at 3.7 µM. hit rate 0.64% among 370,000. AID 743269;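 active = inhibition above the screen-wide mean plus 3 SD, cut at about 13% in these data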;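 note: signal is the Cy5 over europium emission ratio at 671 and 618 nm; 0% = plate median of compound wells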
Rev-erbA mod – modulates human Rev-erb alpha binding to DNA; Rev-erbα–FITC-DNA binding, fluorescence polarization, 90 min; activity, % at 10 µM; hit rate 0.79% among 370,000; AID 1259318;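 active = activity above about 14%, limit read from the data; passing the limit was not always enough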;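 note: 0% = DMSO wells with 35 nM protein and 100% = DMSO wells with 750 nM protein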
Target sequence (P20393 whole entry, looked up): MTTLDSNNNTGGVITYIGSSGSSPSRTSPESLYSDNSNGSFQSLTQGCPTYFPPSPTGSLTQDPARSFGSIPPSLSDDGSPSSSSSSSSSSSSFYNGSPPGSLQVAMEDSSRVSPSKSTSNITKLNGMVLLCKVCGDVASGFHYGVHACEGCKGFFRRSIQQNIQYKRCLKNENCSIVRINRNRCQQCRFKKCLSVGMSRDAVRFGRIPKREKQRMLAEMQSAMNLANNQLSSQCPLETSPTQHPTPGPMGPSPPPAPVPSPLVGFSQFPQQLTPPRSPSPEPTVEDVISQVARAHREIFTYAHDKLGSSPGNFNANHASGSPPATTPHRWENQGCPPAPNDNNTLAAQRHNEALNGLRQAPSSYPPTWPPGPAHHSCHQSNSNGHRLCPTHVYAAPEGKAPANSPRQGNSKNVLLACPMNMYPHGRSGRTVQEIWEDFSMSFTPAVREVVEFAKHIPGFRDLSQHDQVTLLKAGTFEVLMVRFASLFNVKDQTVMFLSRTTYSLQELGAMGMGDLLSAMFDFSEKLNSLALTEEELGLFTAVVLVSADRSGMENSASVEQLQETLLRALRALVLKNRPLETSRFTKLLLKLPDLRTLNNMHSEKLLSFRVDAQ
HTRA1 inh – blocks human HTRA1 serine peptidase; Q92743; recombinant HTRA1, FP-rhodamine activity-based probe, fluorescence polarization; inhibition, % at 5.96 µM; hit rate 0.5% among 340,000; in the data active = inhibition above about 36%;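 note: 0% = enzyme with DMSO and 100% = wells lacking enzyme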
TDP2 inh – blocks human TDP2 phosphodiesterase activity. O95551. recombinant TDP2, T5PNP hydrolysis, p-nitrophenol absorbance 415 nm. inhibition, % at 12.8 µM. AID 720702. hit rate 0.34% among 370,000;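 active = inhibition above the mean of all tested compounds plus 3 SD, set per campaign, cut at about 25% in these data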;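 note: 0% = DMSO with enzyme and 100% = buffer with substrate but no TDP2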
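Test system: human TDP2 enzyme; Input: 120 nM TDP2 per well; Buffer or medium: Mg2+-containing Tris-HCl buffer, pH 7.5; Reagent: 5 mM T5PNP; Dosing: 12.8 µM single point, 1% DMSO; Incubation: reaction 2 h, 37 °C; Detection: p-Nitrophenol epi absorbance; Read-out: % inhibition relative to enzyme-containing and enzyme-free wells; Replicates: single well per compound.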
PRMT1 inh – blocks human protein arginine methyltransferase 1; Q99873; recombinant PRMT1, activity-based probe fluorescence polarization; inhibition, % at 2.79 µM; hit rate 1.3% among 370,000;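 active = inhibition above about 21% made by adding two undisclosed values, limit read from the data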
Target sequence (Q99873 whole entry, looked up): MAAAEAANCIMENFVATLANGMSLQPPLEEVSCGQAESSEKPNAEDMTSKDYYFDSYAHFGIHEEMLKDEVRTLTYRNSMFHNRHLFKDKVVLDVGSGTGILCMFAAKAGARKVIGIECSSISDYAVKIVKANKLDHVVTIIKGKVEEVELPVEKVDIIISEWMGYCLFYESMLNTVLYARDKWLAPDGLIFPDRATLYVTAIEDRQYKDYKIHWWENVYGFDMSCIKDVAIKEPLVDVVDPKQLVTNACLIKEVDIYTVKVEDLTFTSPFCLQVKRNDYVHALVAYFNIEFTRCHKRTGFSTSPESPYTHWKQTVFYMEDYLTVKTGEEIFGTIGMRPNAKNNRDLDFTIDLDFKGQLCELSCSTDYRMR
mABHD4 FP – inhibits mouse alpha/beta hydrolase domain 4; Q8VD66; purified mABHD4, FP-Rh probe fluorescence polarization; inhibition, % at 8.92 µM; hit rate 0.54% among 370,000; AID 720543;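 active = inhibition exceeding the mean over every tested compound plus 3 SD, cut at about 30% in these data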;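 note: 0% = plate median of compound wells and 100% = S159A mutant with DMSO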
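System: mouse ABHD4 enzyme, wild type / Medium: HEPES pH 7.0, NaCl, Pluronic buffer / Reagent: FP-Rh activity-based fluorescent probe / Control set: S159A mutant high control, sample median low control / Detection: fluorescence polarization with parallel and perpendicular emission, 525/598 nm / Schedule: 45 min + 60 min at 25 °C / Compound dosing: 8.92 µM, single dose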
TCR-CD3 inh – inhibitors of human TCR-CD3 interaction; inhibition, % at 9.4 µM; TAMRA-labeled TCR probe fluorescence, biochemical; hit rate 0.37% among 360,000; in the data active = inhibition above about 19%;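 note: recombinant mutant TCR 2C K166C tagged with TAMRA read by polarization; 0% = receptor in buffer alone and 100% = receptor with positive control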
SIAE inh – human SIAE inhibition, primary screen. hit rate 0.69% among 370,000. inhibition, % at 9.66 µM. SIAE FP-Rh probe binding, fluorescence polarization. Q9HAT2. AID 1053197;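 active = inhibition above a cutoff: mean of compounds within the control limits plus 3 SD of those, cut at about 17% in these data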;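 note: 0% = plate median of compound wells and 100% = probe without SIAE protein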
* marks the source's active call; other numbers are inactive results; . = not tested or not shown. Only part of the results is shown. The share of hits here may be higher or lower than overall.

Structure | rCAG RNA binder | HTRA1 inh | PG9 binder | TDP2 inh | Rev-erbA mod | PRMT1 inh | TCR-CD3 inh | SIAE inh | mABHD4 FP | LEDGF integ inh
C/C(=C\C(=O)c1ccc(Br)cc1)NCc1ccc2c(c1)OCO2 | 3 | -15 | -0.1 | 0 | 5 | -1 | -2 | -4 | -1 | 0
CCC(C)(CC(=O)Nc1nccs1)c1ccccc1 (configuration not stated) | -4 | -2 | 0.0 | 12 | 6 | -5 | -5 | 3 | 1 | -4
O=C(CCc1nc(-c2ccccc2Cl)no1)NCc1ccco1 | 1 | 0 | -0.4 | 5 | 2 | 2 | 0 | -8 | 2 | -3
CCOc1cc(C2c3c(n[nH]c3C)C(=O)N2c2ccc(Br)cc2)ccc1O (configuration not stated) | 4 | -1 | 2.8 | -3 | -2 | 4 | -5 | -1 | -18 | 1
CCOc1ccc(-n2c(C)c(C(=O)O)c3cc(OC)ccc32)cc1 | 9 | -1 | -2.0 | -7 | 0 | -3 | -2 | 5 | -1 | 0
COc1ccc2oc(C(=O)c3ccccc3)c(N)c2c1 | 6 | . | -0.6 | -2 | 5 | -1 | -3 | 2 | -11 | -1
COc1ccc(NC(=O)c2ccc(C)cc2)c[n+]1[O-] | 8 | 9 | -1.6 | -1 | 0 | -1 | -5 | -3 | 0 | 3
NS(=O)(=O)c1ccc(NC(=O)CN2C(=O)CCC2=O)cc1 | -2 | 4 | -1.2 | -5 | -2 | 2 | -1 | 1 | 3 | -3
O=C(CSc1nnc(Cc2cc(=O)[nH]c(=O)[nH]2)n1-c1ccc(Cl)cc1)NCC1CCCO1 (configuration not stated) | -2 | 1 | -0.1 | -1 | -9 | 1 | 4 | -3 | 5 | -2
O=C(Nc1ccc(NC(=O)C2CC2)nc1)c1cnccn1 | 2 | -7 | -1.9 | 1 | -6 | -2 | 3 | -2 | 1 | -2
O=S(=O)(Nc1ccncc1Cl)c1ccccc1 | 2 | 0 | 1.6 | -10 | -5 | 1 | -2 | -4 | -2 | -4
CCOC(=O)N1CCC(NC(=O)c2cccs2)CC1 | -1 | 1 | -0.8 | 14 | -2 | -5 | -3 | -2 | 1 | -2
COc1ccccc1NC(=O)COc1cc(Br)c(CNCCCN2CCOCC2)cc1OC | -8 | -16 | 0.6 | -3 | 0 | -5 | -6 | -4 | -10 | 6
O=c1cc2c(nn1Cc1c(Cl)cccc1Cl)-c1ccccc1CC2 | 0 | -44 | -0.4 | -10 | -3 | 1 | -4 | 1 | -11 | 1
COc1ccc(C(C#N)c2nc3ccccc3nc2Cl)cc1 (configuration not stated) | 0 | -13 | 0.2 | 15 | -2 | -3 | 3 | 9 | 4 | 1
CN1CCC(=NNC(=O)C(=O)Nc2cccc(Br)c2)CC1 | 2 | 7 | 1.8 | -8 | 1 | -1 | 6 | 8 | 8 | -6
CCCN(CCC)CCCNC(=O)c1cc2c(=O)n(CC)c3ccccc3c2s1 | 8 | 1 | 2.1 | 5 | 3 | -3 | 9 | 2 | -2 | 1
CCOC(=O)C1=NNC2C(=O)N(Cc3ccccc3)C(=O)C12 (configuration not stated) | -4 | 8 | -0.3 | -16 | 0 | 8 | -6 | 0 | -1 | -7
CC(C)(C)S(=O)(=O)N1C[C@@H]2CC(=O)C=C2[C@H]1CCO | 2 | . | 0.6 | -9 | -4 | -1 | -15 | 1 | -5 | 4
C[C@H](CO)N1C[C@H](C)[C@H](CN(C)Cc2ccncc2)Oc2ncc(Br)cc2C1=O | 0 | 1 | -1.2 | 1 | -4 | 4 | -8 | 5 | 9 | -2
COc1ccccc1OCC(O)Cn1c(=N)n(Cc2ccccc2)c2ccccc21 (configuration not stated) | 13 | 0 | 1.1 | 8 | 1 | 2 | -5 | 2 | 8 | -2
O=C(O)c1ccc(NC(=S)Nc2ccccc2)cc1 | 1 | 1 | -0.9 | 9 | 5 | 0 | 0 | 6 | 3 | 1
CCc1ccc2[nH]c(C(=O)N(C)c3ccc(F)cc3F)cc2c1 | 6 | -14 | 0.6 | -14 | 4 | 6 | -4 | -2 | -2 | -2
Cc1ccc(C(C(=O)NC2CCCC2)N(C(=O)CNC(=O)c2cccs2)c2cccnc2)o1 (configuration not stated) | -5 | -2 | 1.5 | 0 | 11 | -1 | 4 | -9 | 8 | 1
Cn1nnnc1SCC(=O)NCC(=O)c1ccccc1 | -1 | 6 | -2.1 | 9 | -5 | 1 | 6 | 0 | 0 | -1
Cc1[nH]c(C)c(S(=O)(=O)NCc2ccco2)c1C(=O)N1CCCCC1 | 3 | 8 | -1.3 | 15 | -4 | 1 | 0 | 19* | 2 | 4
CC(=O)Nc1ccc(Nc2ncnc(N)c2[N+](=O)[O-])cc1 | -4 | 6 | -0.2 | -4 | -5 | 0 | 1 | 3 | 0 | 1
COC(=O)c1ccc2nc(NC(=O)C3CC3)sc2c1 | 2 | -4 | -2.9 | -12 | 0 | -9 | 4 | -4 | -5 | -1
CCOC(=O)C1CCCCN1Cc1cccc(OCc2ccccc2)c1 (configuration not stated) | -7 | -7 | -1.5 | 13 | 5 | -1 | 2 | 4 | 16 | 3
Cc1ccc(C)c(N2CCN(S(=O)(=O)c3ccc4[nH]c(=O)c(=O)[nH]c4c3)CC2)c1 | 21 | -19 | -2.7 | -23 | 3 | -1 | 5 | -9 | -32 | 4
COC(=O)Cc1ccc(OC2(C)CCN(Cc3ccccc3)C2)cc1 (configuration not stated) | 0 | . | 0.1 | -6 | 2 | -4 | 5 | 0 | 0 | 3
COc1cccc(-c2cccc(-c3nc(C(=O)NCCCN4CCOCC4)cc4c3[C@H](CCO)N(S(=O)C(C)(C)C)C4)c2)c1 (some centres not stated) | 2 | . | 0.1 | 5 | -1 | 4 | -1 | 2 | 7 | -2
CCOC(=O)C1C(c2ccccc2)C(C(=O)OCC)S(=O)(=O)C(CCN(CC)CC)S1(=O)=O (configuration not stated) | -5 | -2 | 0.3 | 4 | -4 | 5 | -3 | 4 | 7 | -2
COc1ccc(C(=O)Nc2ccc(-c3ccc(C)o3)cc2)cc1S(=O)(=O)N1CCOCC1 | 13 | -10 | -0.4 | -6 | 1 | 21 | -1 | 0 | -9 | -2
COC(=O)c1nn(-c2nc(-c3ccc(OC)c(OC)c3)cc(C(F)(F)F)n2)cc1[N+](=O)[O-] | 0 | 5 | -1.7 | 4 | -4 | 0 | 1 | 3 | -8 | -1
COc1cccc(-c2cc(C(=O)Nc3ccc(N(C)C(C)=O)cc3)c3cc(Br)ccc3n2)c1 | 12 | -74 | 0.7 | -28 | 4 | 6 | -8 | -37 | -52 | 4
CC(C)OC(=O)c1c(NC(=O)CCn2nnc3ccccc32)sc2c1CCCC2 | 4 | -29 | -0.2 | -9 | 0 | 3 | 2 | 2 | 0 | -1
Cc1cccc(OCCCC(=O)NNC(=O)c2ccncc2)c1 | 1 | -5 | -0.8 | 1 | 4 | -4 | 1 | -3 | 5 | -1
Cn1c(=O)c2c(nc(SCC(=O)c3ccc(F)cc3)n2C)n(C)c1=O | 2 | -5 | -1.9 | 4 | -4 | -2 | 1 | 1 | -2 | 1
Cc1cc(NC(=S)NC(=O)c2ccco2)c2ccccc2n1 | 2 | -9 | -2.8 | 1 | 4 | 0 | 6 | -3 | -1 | -2
COC(=O)CCCC[C@@H]1O[C@H](CCc2ccccc2)Cc2[nH]c(=S)[nH]c(=O)c21 | 10 | . | 0.1 | 2 | 1 | -2 | -1 | 4 | 3 | -2
COc1cc(-c2cc(=O)c3c(O)c(OC)c(OC)c(OC)c3o2)cc(OC)c1OC | 1 | 0 | 0.9 | 6 | 2 | -2 | -16 | 2 | -4 | 0
CCn1cc(SCC(=O)Nc2cc(C)on2)c2ccccc21 | -1 | -6 | -2.4 | -3 | 1 | 6 | -8 | -2 | -1 | 0
O=C(c1cnn2c(C(F)(F)F)cc(-c3cccs3)nc12)N1CCCC1 | -9 | 6 | 0.6 | 9 | 2 | 0 | -1 | 0 | 0 | 0
CCS(=O)(=O)C(=C1Nc2ccccc2N1)S(=O)(=O)CC | -3 | 2 | 0.3 | 0 | 0 | 0 | -4 | 3 | 6 | 0
Cc1oc2cc3oc(=O)c(CC(=O)NCC(=O)N[C@@H](C(=O)O)c4ccccc4)c(C)c3cc2c1C | 22 | -3 | 1.1 | -3 | -6 | 0 | -8 | 0 | -1 | 0
CCCCN(C(=O)c1cccc(S(=O)(=O)N2CCN(C)CC2)c1)c1c(N)n(CCCC)c(=O)[nH]c1=O | -2 | 3 | -0.1 | 0 | -1 | -6 | 3 | -5 | -2 | 3
COc1ccc(S(=O)(=O)N2CCOCC2)cc1NC(=O)CCc1c[nH]c2ccccc12 | 9 | -8 | 0.1 | 0 | -7 | -1 | 7 | 6 | 2 | -4
Cc1ccc(OCC(=O)Nc2nnn(C)n2)c(C)c1 | 2 | 2 | -1.3 | -2 | -5 | 2 | 0 | -2 | -5 | 0
Cc1cc(S(=O)(=O)NCCCN2CCOCC2)c(C)cc1Cl | -8 | -6 | -1.4 | 3 | -4 | 1 | -6 | 5 | 6 | -3
CC(=O)Nc1ccc(S(=O)(=O)NC(C)(C#N)C2CC2)cc1 (configuration not stated) | 1 | -6 | 1.0 | -4 | 0 | 1 | 6 | -1 | 0 | 6
CCCCCCCCCC(=O)N[C@@H]1c2cc(OC)c(OC)cc2C[C@H]1OCc1ccccc1 | 1 | 6 | 2.0 | -1 | -5 | -3 | -4 | -7 | 0 | 3
O=C(COC(=O)c1ccc(Br)cc1)NC1CCCC1 | 2 | 0 | -1.2 | -15 | 3 | -4 | -3 | 1 | -2 | -1
CC(C)c1ccc(N=Cc2c(O)c3ccccc3oc2=O)cc1 | 7 | -14 | 0.3 | 0 | -3 | 0 | 7 | -3 | -5 | -1
CCCCn1nc2cc(C(=O)N(CC)c3ccc(OC)cc3)ccc2c1OCC | -4 | -8 | -0.2 | 5 | -2 | -5 | -3 | 10 | 2 | 0
COc1ccc(-c2nnc(SCC(=O)NC(C)c3ccccc3)o2)cc1 (configuration not stated) | 2 | -1 | -1.7 | 0 | 3 | -1 | -2 | -4 | -2 | 1
Cn1c(SCc2ccc(Br)cc2)nc2c(c1=O)SCC2 | 0 | -2 | 1.5 | -5 | 1 | -5 | 5 | 11 | -2 | 0
C=CCn1c(SCC(=O)c2[nH]c(C)c(C(C)=O)c2C)nnc1-c1ccncc1 | -6 | 13 | -1.5 | 7 | -4 | -4 | 0 | 2 | 6 | 3
Cc1ccc(S(=O)(=O)N2CCC[C@H]2C(=O)Nc2ccccc2Cl)cc1 | -1 | -2 | -0.1 | -4 | -5 | 2 | -3 | 8 | 3 | -5
CCN(C(=O)c1cc(S(=O)(=O)N2CCCCC2)c[nH]1)c1ccc(OC)cc1 | 0 | 2 | -2.8 | 6 | 0 | 1 | -7 | 5 | 0 | 0
